Screening results: PubChem BioAssay, several laboratories
CR mimetic SO = yeast age-related superoxide inhibition as caloric restriction mimetic. S. cerevisiae aged cells, superoxide DHE fluorescence; stronger effect = lower value. superoxide response (% of plate mean), % at 10 µM. 330,000 tested, 0.18% active. AID 2690;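 active = superoxide response under a set limit, about three screen SD below normal, cut at about 65% in these data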;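 also: yeast aged for seven days with compound at 30 °C before DHE staining; 100% = average MFI of all compound-treated wells on the plate with controls excluded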
Fam108B counter = counter-screen for RBBP9 inhibitors: inhibitors of mouse Fam108B; recombinant Fam108B, FP-Rh probe fluorescence polarization; inhibition, % at 9.51 µM; 300,000 tested, 0.33% active; AID 1947;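 active = inhibition above the screen mean inhibition plus 3 SD, computed separately per campaign, cut at about 18% in these data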;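 also: inhibitors lower polarization as less probe binds the enzyme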
ZTA counter = counter-screen for EBNA-1 inhibitors: inhibitors of Epstein-Barr virus ZTA. inhibition, % at 11 µM. ZTA-DNA binding, fluorescence polarization. 320,000 tested, 0.15% active. P03206. AID 2234; in the data active = inhibition above about 33%
Target sequence (P03206 whole entry, looked up): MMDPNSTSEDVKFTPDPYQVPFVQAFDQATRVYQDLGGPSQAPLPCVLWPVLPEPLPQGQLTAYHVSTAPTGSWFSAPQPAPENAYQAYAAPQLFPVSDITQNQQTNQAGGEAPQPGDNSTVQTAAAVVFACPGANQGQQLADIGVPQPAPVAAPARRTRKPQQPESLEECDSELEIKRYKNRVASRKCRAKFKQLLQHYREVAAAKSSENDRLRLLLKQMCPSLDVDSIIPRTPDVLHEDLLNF
GLD-1 TGE inh = GLD-1-TGE RNA interaction inhibition (C. elegans) | Q17339 | purified GLD-1 + fluorescein TGE RNA, fluorescence polarization | inhibition, % at 5.96 µM | 320,000 tested, 0.44% active;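 active = percent inhibition above a per-plate cutoff, the plate mean of test compounds plus 3 SD, cut at about 30% in these data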;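 also: 0% = DMSO wells with GLD-1 and probe and 100% = wells lacking GLD-1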
Target sequence (Q17339 whole entry, looked up): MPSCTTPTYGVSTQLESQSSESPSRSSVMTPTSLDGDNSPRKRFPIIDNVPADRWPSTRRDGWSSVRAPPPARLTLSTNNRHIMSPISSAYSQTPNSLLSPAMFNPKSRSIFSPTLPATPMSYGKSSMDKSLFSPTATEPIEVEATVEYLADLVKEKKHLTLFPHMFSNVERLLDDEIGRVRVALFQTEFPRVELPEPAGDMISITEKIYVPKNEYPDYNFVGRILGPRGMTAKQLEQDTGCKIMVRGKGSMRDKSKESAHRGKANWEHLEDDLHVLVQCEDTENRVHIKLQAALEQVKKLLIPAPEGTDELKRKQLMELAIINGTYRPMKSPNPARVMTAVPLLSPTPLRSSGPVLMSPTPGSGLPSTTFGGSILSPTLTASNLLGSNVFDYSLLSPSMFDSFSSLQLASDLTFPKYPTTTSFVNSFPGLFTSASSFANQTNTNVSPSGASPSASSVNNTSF
EBNA-1 inh = blocks EBNA-1 binding to DNA; AID 1950; EBNA-1 DNA binding, fluorescence polarization; 300,000 tested, 0.34% active; inhibition, % at 14.8 µM; in the data active = inhibition above about 28%
MCL1-BIM inh = inhibitors of human MCL1 binding to BIM-BH3 peptide; inhibition, % at 10.9 µM; AID 2057; Q07820; 320,000 tested, 0.68% active; GST-MCL1 / FITC-Bim-BH3 fluorescence polarization;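 active = inhibition above the mean inhibition of all tested compounds plus 3 SD, set per campaign, cut at about 40% in these data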;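 also: 0% = DMSO wells and 100% = unlabeled Bim-BH3 peptide control; higher means more loss of mP so more displacement of Bim peptide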
MEX-5 binding = C. elegans MEX-5 TCR-2 RNA binding activity | AID 1832 | 300,000 tested, 0.38% active | MEX-5/FITC-TCR2 RNA binding, fluorescence polarization; stronger effect = lower value | activity score (negative = inhibition of binding), % at 10 µM;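 active = inhibition past about -25% in most replicates, and total fluorescence under double the plate's negative control median, limit read from the data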;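 also: 0% = DMSO and -100% = 5 µM competing unlabeled TCR2 RNA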
Efflux pump mplx = inhibitors of Candida antifungal efflux pumps expressed in yeast | S. cerevisiae Candida pump triplex, Nile Red efflux | inhibition, % at 10 µM | 330,000 tested, 0.44% active | AID 485275;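 active = plate passing quality check with inhibition over a set limit, or well fluorescence over plate mean plus 4 SD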;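 also: Nile Red retained in pooled yeast measured as flow cytometry median fluorescence; 0% = buffer negative control and 100% = Enniatin B positive control; higher means more Nile Red kept so more efflux inhibition; some compounds called inactive have numbers as strong as hits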
BCLXL inh = Bcl-xL (human) inhibition | Q07817 | 320,000 tested, 0.7% active | GST-Bcl-xL / FITC-Bim BH3 peptide fluorescence polarization | inhibition, % at 10.9 µM;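 active = inhibition above the mean of all tested compounds plus 3 SD, cutoff set per campaign, cut at about 30% in these data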;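 also: 0% = DMSO wells and 100% = unlabeled Bim-BH3 peptide competitor; inhibitors lower millipolarization by displacing the labeled peptide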
Target sequence (Q07817 whole entry, looked up): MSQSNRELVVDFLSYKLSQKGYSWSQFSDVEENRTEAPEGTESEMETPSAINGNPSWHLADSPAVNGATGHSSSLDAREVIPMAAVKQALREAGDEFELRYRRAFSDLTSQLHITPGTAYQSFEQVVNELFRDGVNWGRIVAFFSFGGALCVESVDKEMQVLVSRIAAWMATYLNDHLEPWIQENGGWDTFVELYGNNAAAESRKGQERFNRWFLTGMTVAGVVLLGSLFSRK
Starred values were filed as active, the others as inactive; . = not tested or not shown; & = joins results of further samples.

SMILES	CR mimetic SO	Fam108B counter	ZTA counter	GLD-1 TGE inh	EBNA-1 inh	MCL1-BIM inh	MEX-5 binding	Efflux pump mplx	BCLXL inh
Cc1ccc(N(O)C(=O)NCCCCNC(=O)N(O)c2ccc(C)cc2)cc1	95	-1	1	2	1	2	-0.5	0.3	5
CCC1C(=O)N=C(SCC(=O)Nc2ccc(C(=O)OC)cc2)NC1=O (stereo not given)	89	0	-5	2	15	6	-2.3	0.0	3
Cc1csc(NC(=O)CSc2nnc(-c3cccnc3)o2)n1	97	-6	-12	7	1	0	-0.4	-0.1	-2
Cc1ccc(Sc2c(C#N)c(-c3ccccc3)nn2C)cc1	112	-5	3	5	2	1	-0.1	0.0	4
OCCN(CCCn1c(C(F)(F)F)nc2ccccc21)c1nc(CN2CCCCC2)cs1	91	-1	-12	5	1	5	-1.6	-0.1	0
Oc1ccc(Cl)cc1-c1cc(-c2ccccc2Cl)[nH]n1	110	-10	-1	0	2	1	0.9	0.1	8
c1ccc(Oc2ccc(-c3ccnc4nc(N5CCOCC5)nn34)cc2)cc1	93	-4	0	-3	4	-2	-0.1	0.1	1
CCOC(=O)c1cn2nc(Oc3ccc(OC)cc3)ccc2n1	98	-3	-15	2	-10	6	0.2	-0.1	2
CN1C(=O)c2ccc(C(=O)NCc3ccccc3)cc2C1=O	90	-1	8	3	2	-4	-0.2	0.0	4
COC(=O)c1sc(NC(=O)/C=C/c2ccc(C)o2)nc1C	85	-7	-15	8	7	4	1.9	-0.3	3
Cn1cc(C(F)(F)F)nc1-c1ccc(OCC(O)CNCCOc2ccc(O)c(C(N)=O)c2)cc1 (stereo not given)	102	-4	-4	3	4	1	-1.2	0.0	7
Cc1ccc(OCC(O)CN2CCOCC2)cc1C (stereo not given)	97	1	-13	16	-6	-1	0.6	0.1	1
COC(=O)CNC(=O)C(CCSC)NC(C)=O (stereo not given)	91	-2	-9	3	-20	0	1.9	-0.1	5
CN(C)CCCn1c(SCC(=O)Nc2sc3c(c2C#N)CCCC3)nnc1-c1ccncc1	100	-2	4	-1	0	4	-0.9	0.1	4
O=C1C2C3C=CC(CC3)C2C(=O)N1/N=C/c1ccc(O)c(O)c1 (stereo not given)	91	6	0	8	6	18	-1.9	-0.2	9
COc1ccc(-c2nc(NC(=O)c3n[nH]c(=O)c4ccccc34)sc2C)cc1	94	1	9	0	-11	-18	0.1	-0.3	0
Cc1ccc(NC(=O)N2CCc3ccccc3C2)cc1	97	1	11	-1	9	-1	2.1	-0.3	0
CC(C)c1cc(CNC(=O)C2CCC(=O)N(Cc3ccccc3F)C2)on1 (stereo not given)	89	0	-11	8	7	1	2.4	0.0	-2
O=C(NNC(=S)NCc1ccccc1)c1ccccc1OC(F)F	99	2	-5	4	4	-4	-1.2	-0.1	-2
CCOc1ccc(/C=N/NC(=O)c2cc3c(OC)cccc3[nH]2)cc1	99	1	1	0	6	14	4.7	0.1	2
CC12CC3(C)CC(C)(C1)CC(C(=O)NC(=S)N1CCOCC1)(C2)C3	104	2	-3	10	-5	-3	0.1	0.1	-2
N#Cc1ccc(OCC(=O)OCCCOC(=O)COc2ccc(C#N)cc2)cc1	104	-1	-16	-7	-3	-1	3.1	-0.7	2
Cc1cc(-c2ccc(C)c(S(=O)(=O)NCc3cccc(Br)c3)c2)on1	102	-5	-16	7	-4	2	1.6	-0.2	5
Cc1ccc2nc(Cc3ccc(N)cc3)[nH]c2c1	104	3	-9	5	-9	2	4.6	0.0	-1
OCC1(CC2CCCCO2)CCN(Cc2ccccc2-c2ccco2)CC1 (stereo not given)	101	5	-10	5	-3	6	0.4	0.1	8
CCCCCOc1ccc(C(=O)Nc2ccc(N3CCOCC3)cc2N2CCOCC2)cc1	79	.	5	1	.	-2	.	-0.2	-4
O=C(COc1ccc(Cl)c2cccnc12)N1CCOCC1	84	.	-8	4	.	1	.	0.1	7
Cc1ccc(S(=O)(=O)N2CCOCC2)cc1C(=O)Nc1ccc(C(N)=O)cc1	107	1	-3	-9	1	1	-2.4	-0.1	0
Cc1nnc2ccc(-c3ccc(NS(C)(=O)=O)cc3)nn12	97	-1	-1	7	2	5	-0.1	-0.1	4
O=C(c1cc(COc2ccc(F)cc2Cl)on1)N(Cc1ccncc1)CC1CCCO1 (stereo not given)	110	0	-6	-8	5	-2	0.8	0.0	4
COC(=O)C1(C)NC(c2ccc(C)cc2)C2C(=O)N(c3ccc(F)cc3)C(=O)C21 (stereo not given)	109	-6	-3	8	-2	-1	0.2	-0.1	8
CCCCn1nnnc1NCc1cccc(OC)c1OC	103	2	-3	0	-2	1	.	0.0	-4
CCOc1ccc(S(=O)(=O)N2CCC(C(=O)NCCc3ccc(S(N)(=O)=O)cc3)CC2)cc1	118	-3	6	3	9	2	-1.2	-0.1	1
CCN(CC)c1ccc(NC(=O)CN2CCN(c3ccccc3F)CC2)cc1	94	5	-2	-1	4	5	1.8	0.0	13
Cc1cc(NC(=O)CSc2nnc(CNC(=O)c3c(F)cccc3F)o2)no1	99	3	-8	0	0	10	0.6	-0.1	7
C[C@H](N)c1nnc(SCC(N)=O)o1	98	-4	11	1	-3	1	2.6	0.0	2
CCCCN(CC)S(=O)(=O)c1c(C)[nH]c(=O)[nH]c1=O	103	1	-9	-4	-7	-7	0.7	0.2	0
Cc1[nH]c(=O)[nH]c(=O)c1S(=O)(=O)N1CCCC(C(=O)NCc2ccco2)C1 (stereo not given)	96	-3	3	3	-3	0	-0.5	0.0	1
CN(C(=O)CC(=O)Nc1ccc(Cl)c(Cl)c1)c1ccccc1	97	0	-25	3	2	1	2.0	0.0	7
CCn1ncc(C2=NOC(C(=O)NCc3ccc(OC)cc3)C2)c1C (stereo not given)	102	2	-5	4	6	7	0.0	0.2	4
O=C(CN1C(=O)NC2(CCCCC2)C1=O)N1CCN(C(=O)c2cccs2)CC1	111	.	3	-5	.	-6	.	-0.3	-7
O=C(Nc1ccc(N2CCOCC2)cc1)Nc1ccc2nsnc2c1	96	-1	7	1	3	4	0.5	0.0	4
COc1ccc(NC(=O)CSc2nnc(-c3ccccc3)n2N)cc1	104	0	-4	4	-2	-3	0.9	-0.2	-4
Cn1c(=O)c([N+](=O)[O-])c(NCCc2ccccc2)c2ccccc21	100	0	-5	-4	7	-1	-1.0	-0.2	2
O=C(COC(=O)c1ccccc1)NC12CC3CC(CC(C3)C1)C2	82	.	1	0	.	9	.	0.1	5
CC(=O)c1c(-c2ccccc2)[nH]c2ccccc12	103	0	-11	-1	-14	-4	0.6	0.2	-4
CC(=O)c1ccc(S(=O)(=O)Nc2ccc(-c3cn4c(n3)SCC4)cc2)cc1	108	-3	-10	-3	-4	-9	-2.4	0.0	-1
CCNC(=O)C1CCCN(c2nc(C)cc(C)n2)C1 (stereo not given)	96	-4	-20	7	0	-1	0.1	0.1	8
CN(CC(=O)Nc1ccc(N2CCOCC2)cc1)CC(=O)Nc1ccc(C(F)(F)F)cc1	118	4	-26	6	-3	-1	.	-0.3	0
O=C(NCCc1ccc(Cl)cc1)C1CCCO1 (stereo not given)	93	-1	-2	2	2	1	1.9	-0.1	0
COc1ccc(N2CCN(Cc3cc4c(cc3Br)OCCO4)CC2)cc1	94	2	15	-6	0	-15	-0.3	0.0	0
COc1ccc(NC(=O)CN(C)S(=O)(=O)c2ccc(Cl)cc2)c([N+](=O)[O-])c1	83	-1	-8	0	9	8	.	-0.2	3
CC(C)NS(=O)(=O)c1ccc(OCC(=O)NCCC2=CCCCC2)cc1	116	2	-1	-4	11	1	-1.5	0.2	5
C/C(CC(=O)Nc1cc(C)ccn1)=N\NC(=O)c1ccc(C)cc1	105	1	0	11	3	13	0.4	-0.1	5
CCOc1ccccc1/C=N/Nc1ccc(Cl)nn1	99	4	5	-2	2	6	-0.5	0.1	8
CCOC(=O)Cc1nnc(NC(=O)CSc2ccc(C)cc2)s1	83	-7	1	4	4	4	-2.1	-0.1	2
CC(=O)O[C@]1(C(C)=O)CC[C@H]2[C@@H]3C[C@H](C)C4=CC(=O)CC[C@]4(C)[C@H]3CC[C@@]21C	92&85	7&2	-4&10	-2&5	9&4	6&-7	-2.3	0.1&-0.1	-1&3
CCc1nn(C(C)C(=O)N2CCc3ccccc3C2)c(=O)c2cc3occc3n12 (stereo not given)	96	3	5	5	-4	-2	0.1	-0.1	3
CN(CC(=O)Nc1ccccc1C(F)(F)F)C(=O)CSCc1ccccc1	99	4	-10	-5	-9	3	1.3	0.1	5
O=C(NCCN1CCOCC1)c1csc2c1CCCC2	97	1	-7	3	5	3	-1.7	1.4	7

(next part)
SMILES	CR mimetic SO	Fam108B counter	ZTA counter	GLD-1 TGE inh	EBNA-1 inh	MCL1-BIM inh	MEX-5 binding	Efflux pump mplx	BCLXL inh
CCNc1ccc(C(=O)Nc2ccc3nc(C)sc3c2)cc1[N+](=O)[O-]	113	-3	-3	4	0	-13	2.5	-0.6	-2
COc1ccccc1CN(C)C(=O)CN1CCN(CC(=O)Nc2ccccc2Cl)CC1	94	.	-13	-1	.	8	.	-0.3	-2
COc1ccc(NS(=O)(=O)c2ccc3c(c2)CCO3)cc1	115	-2	7	-1	2	-12	-2.1	0.1	-3
Cn1cccc1C(=O)N1CCN(c2cccc(C(F)(F)F)c2)CC1	100	3	-3	4	3	4	-1.8	0.1	3
O=C(NC1CCCN(Cc2ccc(Cl)cc2)C1)c1ccoc1 (stereo not given)	121	-5	-1	0	3	8	0.9	0.0	5
COc1ccc(-c2c(C)c3ccc(O)cc3oc2=O)cc1OC	135	-4	8	-9	-9	-1	-0.7	0.1	1
CCn1c(SCC(=O)Nc2c(C)n(C)n(-c3ccccc3)c2=O)nnc1-c1cccc(C)c1	94	1	-4	-2	-4	-5	-0.8	0.0	-1
Nc1nc(SCC(=O)N2CCc3ccccc32)[nH]c(=O)c1-c1ccccc1	83	1	-7	5	-1	12	0.8	0.0	8
Cc1cccc(Cn2c(=O)n(CCCC(=O)NCc3ccco3)c(=O)c3ccccc32)c1	109	-6	1	3	-8	-7	1.0	-0.3	5
CC(=O)Nc1ccc(-c2csc(Nc3ccccn3)n2)cc1	128	-4	11	5	-1	-2	0.0	-0.2	2
O=C(COC(=O)Cc1ccc(F)cc1)Nc1ccc2[nH]c(=O)[nH]c2c1	115	-2	-9	-3	-4	-1	0.6	0.1	-3
CCC(C(=O)Nc1ccccc1OC)n1c(C(=O)OC)cc2ccsc21 (stereo not given)	87	1	-16	7	4	11	0.8	-0.1	5
O=C(CCNC(=O)c1ccc(Cl)cc1)NC1CCCc2ccccc21 (stereo not given)	91	.	2	-1	.	3	.	-0.2	2
Cc1ccc(C(=O)N2CCN(c3ccccn3)CC2)cc1C	94	1	-15	8	8	5	0.7	-0.2	3
CCCCc1n[nH]c(=S)n1Cc1ccc(C)cc1	102	-1	5	6	-16	-24	0.2	0.4	-22

5 entries already listed, arranged by molecular weight, rising:
SMILES	CR mimetic SO	Fam108B counter	ZTA counter	GLD-1 TGE inh	EBNA-1 inh	MCL1-BIM inh	MEX-5 binding	Efflux pump mplx	BCLXL inh
Cc1ccc(C(=O)N2CCN(c3ccccn3)CC2)cc1C	94	1	-15	8	8	5	0.7	-0.2	3
COc1ccc(-c2c(C)c3ccc(O)cc3oc2=O)cc1OC	135	-4	8	-9	-9	-1	-0.7	0.1	1
O=C(NC1CCCN(Cc2ccc(Cl)cc2)C1)c1ccoc1 (stereo not given)	121	-5	-1	0	3	8	0.9	0.0	5
O=C(CCNC(=O)c1ccc(Cl)cc1)NC1CCCc2ccccc21 (stereo not given)	91	.	2	-1	.	3	.	-0.2	2
Nc1nc(SCC(=O)N2CCc3ccccc32)[nH]c(=O)c1-c1ccccc1	83	1	-7	5	-1	12	0.8	0.0	8
